NadD block: NadD (S. aureus) enzyme inhibition; purified NadD enzyme, colorimetric absorbance read-out; actives 0.78% (n = 360,000); inhibition, % at 20 µM; in the data active = inhibition above about 26%; note: some compounds past the cut are filed as inactive
MT1-MMP act inh: inhibitors of human MT1-MMP activation. P50281. HT1080 RFP-PRO-GFP cells, GFP/RFP ratio fluorescence, overnight; percent of plate control window, DMSO zero. GFP/RFP ratio change, % at 20 µM. actives 0.061% (n = 360,000). AID 651647;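 active = GFP/RFP ratio change of at least 30% with cell ATP level not reduced by more than half and red fluorescence within 50% of control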; note: strong numbers were not always called active
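Read-out: GFP/RFP fluorescence ratio; Test system: RFP-PRO-GFP reporter HT1080 cells; Compound dosing: single-point 20 µM compound, 1% DMSO; Times: overnight compound exposure at 37 °C.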
Rin1-Abl PPI inh: blocks binding of human Rin1 to Abl. TR-FRET Rin1/Abl binding, biochemical. inhibition, % at 7.35 µM. actives 0.4% (n = 360,000); in the data active = inhibition above about 5%, passing the limit was not always enough
Neddylation inh: inhibitors of human cullin neddylation | actives 0.58% (n = 360,000) | calls only at 25 µM | AID 651699 | TR-FRET cullin neddylation, biochemical | P61081+Q13564; in the data active = inhibition above about 36%
SKN-1 block: inhibitors of C. elegans SKN-1; actives 0.49% (n = 360,000); AID 624304; C. elegans VP596 Pgst-4::GFP/RFP ratio, acrylamide-induced, 24 h; inhibition, % at 21.8 µM;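 active = interference check ratio from 0.5 to 1.5 plus GFP to RFP signal ratio inhibition reaching or exceeding a fixed threshold, cut at about 30% in these data, passing the limit was not always enough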; note: some compounds called inactive have numbers as strong as hits
CSN deneddyl inh: blocks human CSN-mediated cullin deneddylation. Q92905. Purified CSN, SCF-Nedd8-OG deneddylation, fluorescence polarization. inhibition, % at 12.5 µM. actives 0.38% (n = 360,000). AID 651999;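 active = pattern-corrected inhibition above about 35%, with an unprinted fluorescence ratio check between 0.5 and 1.5, limit read from the data, passing the limit was not always enough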;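 note: 0% = enzyme with substrate and 100% = substrate without enzyme; some results filed as inactive read as strong as hits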
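assay system = purified human Csn5 enzyme expressed in HEK293T cells | amount = 0.24 nM enzyme | buffer or medium = Tris/NaCl/DTT buffer, pH 7.5 | reagent = 10 nM SCFSkp2-Nedd8OG | compound = one concentration, 12.5 µM, 0.25% DMSO | times = 90 min reaction at room temperature | signal = FP | read-out basis = % inhibition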
Rpn11 inh: blocks the human proteasome subunit Rpn11; actives 0.59% (n = 360,000); human 26S proteasome, Ub4-pepOG fluorescence polarization; 20S core pre-blocked with epoxomicin; calls only at 20 µM; AID 588493; O00487;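 active = inhibition at 20 µM, scaled to each plate's controls, above about 33%, limit read from the data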
MLLE-PAM2 inh: blocks PAM2 peptide binding to the PABP1 MLLE domain; inhibition, % at 20 µM; AID 588489; actives 0.36% (n = 360,000); GST-MLLE / FITC-PAM2 fluorescence polarization; in the data active = inhibition above about 35%, passing the limit was not always enough;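 note: plate controls were DMSO wells with GST-MLLE for no effect and wells lacking GST-MLLE protein for full effect; some results filed as inactive read as strong as hits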
FAS-TE inh: inhibitors of human fatty acid synthase thioesterase domain | recombinant FAS-TE, OMFH fluorogenic substrate, fluorescence endpoint | inhibition, % at 15 µM | actives 0.67% (n = 360,000);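 active = compounds whose normalised, plate-corrected inhibition of enzyme fluorescence in the single-dose primary screen is 50% or more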;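 note: 0% = DMSO with enzyme and 100% = substrate without enzyme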
* hit, by the source's call; i = inactive; nt = not tested or not shown. Hits appear at their usual frequency. About 3.9% of those tested had a hit in this group.

nr	SMILES	Rpn11 inh	MLLE-PAM2 inh	SKN-1 block	NadD block	Rin1-Abl PPI inh	FAS-TE inh	MT1-MMP act inh	Neddylation inh	CSN deneddyl inh
1	CC1(C(=O)Nc2ccc(Cl)c(Cl)c2)CCN1Cc1cc2ccccc2o1 (stereo not given)	i	3.3	2.9	-8.5	-1.9	14.1	-0.2	i	3.6
2	Cc1cccc(N/C(N)=N/c2nc(C(F)(F)F)cc(C(F)(F)F)n2)c1	i	4.4	9.9	-4.0	1.7	-1.3	3.7	i	3.3
3	COc1ccc2[nH]c3c(c2c1)CCN1C(=O)N([C@@H](C)C(=O)NCc2ccccc2OC)C(=O)[C@]31C	i	-9.2	2.7	-5.7	2.3	5.1	4.1	i	6.5
4	CCC(C)NC(=O)c1cccc(OCc2c(C)noc2C)c1 (stereo not given)	i	12.5	0.5	-1.4	-0.8	-8.4	1.2	i	3.1
5	Cc1ccc(NC(=O)/C(C#N)=C/c2ccccc2C(F)(F)F)cc1	i	-15.1	-5.6	4.2	0.4	3.5	-1.2	i	1.7
6	O=[N+]([O-])c1ccc(Sc2n[nH]c(-c3ccncc3)n2)nc1	i	26.7	-8.1	-4.5	-1.3	12.4	0.6	i	-0.4
7	Cc1ccc(-c2noc(CCC(=O)NCc3ccc4c(c3)OCO4)n2)cc1	i	21.1	-8.8	-1.8	-1.3	0.6	4.1	i	3.9
8	COc1ccc(OC)c(Nc2nc(N)c([N+](=O)[O-])c(NCc3ccccc3)n2)c1	i	-3.8	10.0	-0.4	1.8	-6.8	1.6	i	2.9
9	COC(=O)c1c(N)c(C#N)c2n1CCCCC2	i	5.6	9.3	-1.5	0.2	-5.1	-2.5	i	-5.7
10	Cc1cc(=O)[nH]c(N/N=C/c2ccco2)n1	i	4.3	1.8	-3.6	0.7	-10.7	1.3	i	1.2
11	COc1ccc(CCN(C(=O)C(F)(F)F)C(C(=O)NC2CCCCC2)c2ccc(C)s2)cc1OC (stereo not given)	i	5.7	-0.4	4.5	3.4	23.0	-10.9	i	-2.7
12	CC(C)N(CCn1cnc2c([nH]c3ccccc32)c1=O)C(C)C	i	8.4	-2.3	1.1	0.1	-5.1	0.7	i	-4.9
13	CCn1cc(CNC(=S)Nc2cccc3ccccc23)cn1	i	23.4	-6.4	0.9	-1.8	-8.4	1.0	i	1.8
14	O=C(Oc1ccc(N2C(=O)CCC2=O)cc1)c1ccco1	i	-15.5	2.7	-5.7	-1.5	-9.4	0.3	i	-0.6
15	Cc1nc2c(C(=O)NCCC(C)C)c[nH]n2c(=O)c1Cl	i	13.8	7.5	16.7	1.3	-3.7	0.6	i	5.5
16	COCCN(C(=O)CSc1nnc(-c2cccc(F)c2)n1N)c1c(N)n(Cc2ccccc2)c(=O)[nH]c1=O	i	-31.2	-5.6	-3.9	-0.4	-5.1	2.9	i	3.0
17	COc1ccc2cc3cc(C(=O)N4CCN(C5CCCCC5)CC4)oc3nc2c1	i	-9.4	13.9	4.8	-4.5	0.2	1.9	nt	2.1
18	COCCCNC(=O)/C(C#N)=C/c1c(N2CCN(C)CC2)nc2ccccn2c1=O	i	-1.0	6.8	-5.7	-0.7	-4.3	-3.7	nt	-0.7
19	COc1ccc(Cc2nnc(SCC(=O)N3CCCC(C)C3)o2)cc1 (stereo not given)	i	7.5	-6.5	-7.9	0.0	-1.7	-1.9	i	-3.2
20	COc1cccc(C(C)(O)c2nc(-c3cnn(C)c3)cs2)c1 (stereo not given)	i	2.3	-1.9	-7.5	-0.1	-14.7	2.5	i	-3.3
21	Cc1ccc(OC(C)C(=O)Nc2ccc(S(=O)(=O)N3CCOCC3)cc2)cc1 (stereo not given)	i	5.1	-4.5	-8.1	2.9	10.6	3.3	i	-2.7
22	COc1ccc(C(=O)OCC(=O)NC2CCCCCC2)c(OC)c1	i	4.5	28.0	-1.6	-0.2	3.8	-5.9	i	3.7
23	NC(=O)CC(NC(=O)Cc1cccc2ccccc12)c1ccc(NCCc2ccccc2F)c([N+](=O)[O-])c1 (stereo not given)	i	-34.9	13.1	7.2	-4.1	2.7	3.0	i	12.2
24	C=CC[C@H](CC(=O)NCCO)C(=O)N[C@H](COC(=O)[C@H](CC=C)CC(=O)OC(C)(C)C)Cc1c[nH]c2ccccc12	i	-1.0	-4.9	-5.3	2.4	-1.5	-0.8	i	-1.8
25	C#Cc1ccc([C@H]2C=C(C(=O)OCC=C)O[C@@H](OCC)[C@@H]2CCCO)cc1	i	-8.8	2.9	-2.0	0.5	9.3	-3.9	i	4.2
26	Nc1nc(-c2ccc(F)cc2)cs1	i	9.6	-3.9	-1.8	-1.2	-5.4	-0.7	i	-0.3
27	CSc1ncccc1C(=O)OCC(=O)N(C)C	i	-1.4	4.7	-5.0	3.3	-4.2	3.1	i	-8.8
28	O=C(NCCN1CCCCC1)c1ccc(Oc2cc(Cl)cc(Cl)c2)o1	i	4.3	-1.8	-8.6	3.6	-1.2	3.1	i	1.1
29	CN(C)S(=O)(=O)c1ccc(SCC(=O)N2CC(=O)Nc3ccccc32)nc1	i	30.6	-6.0	0.4	1.9	-4.1	-0.1	i	-1.7
30	Cc1ccc(N2CC(C(=O)Nc3ncc([N+](=O)[O-])s3)CC2=O)cc1 (stereo not given)	i	-0.2	-13.3	1.4	2.1	1.0	-0.2	i	-0.3

Arranged by molecular weight (lowest first): part of the list above.
nr	SMILES	Rpn11 inh	MLLE-PAM2 inh	SKN-1 block	NadD block	Rin1-Abl PPI inh	FAS-TE inh	MT1-MMP act inh	Neddylation inh	CSN deneddyl inh
30	Cc1ccc(N2CC(C(=O)Nc3ncc([N+](=O)[O-])s3)CC2=O)cc1 (stereo not given)	i	-0.2	-13.3	1.4	2.1	1.0	-0.2	i	-0.3
11	COc1ccc(CCN(C(=O)C(F)(F)F)C(C(=O)NC2CCCCC2)c2ccc(C)s2)cc1OC (stereo not given)	i	5.7	-0.4	4.5	3.4	23.0	-10.9	i	-2.7
23	NC(=O)CC(NC(=O)Cc1cccc2ccccc12)c1ccc(NCCc2ccccc2F)c([N+](=O)[O-])c1 (stereo not given)	i	-34.9	13.1	7.2	-4.1	2.7	3.0	i	12.2

(more compounds)
nr	SMILES	Rpn11 inh	MLLE-PAM2 inh	SKN-1 block	NadD block	Rin1-Abl PPI inh	FAS-TE inh	MT1-MMP act inh	Neddylation inh	CSN deneddyl inh
31	CC(=O)N1c2ccc(S(=O)(=O)NCCC(=O)Nc3ccc(F)cc3)cc2CC1C (stereo not given)	i	-4.6	11.2	-6.1	1.8	-3.0	0.0	i	-0.2
32	C=CCN1CCCC1CNC(=O)c1cc2[nH]nnc2cc1OC (stereo not given)	i	-4.8	1.2	1.2	-0.2	-1.9	1.0	i	-1.4
33	CCCCCCc1nc(C(N)=O)c2[nH]c(=O)n(-c3ccc(OCC)cc3)c2n1	i	-7.9	12.7	9.1	-4.2	2.4	0.2	i	-3.3
34	CCC(C)NC(=O)CCSCCC(=O)NC(C)CC (stereo not given)	i	18.1	-2.9	0.9	-0.1	-6.2	1.0	i	-16.5
35	CCCCn1c(N)c(N(CCC(C)C)C(=O)C2CCCC2)c(=O)[nH]c1=O	i	-2.4	23.7	4.3	1.7	-7.1	-5.7	i	1.4
36	O=C(Nc1ncn[nH]1)c1ccccc1O	i	2.4	-3.9	-5.5	0.2	-8.1	0.2	nt	-1.3
37	CC1CC2(NC(=O)NC2=O)C(C)CN1C (stereo not given)	i	-6.2	19.3	4.2	0.0	-5.3	9.1	i	-5.0
38	COc1ccc(-c2nc(NC(=O)CCNC(=O)c3ccco3)sc2C)cc1	i	6.1	7.5	-1.3	-5.7	-1.9	-0.9	i	9.2
39	COC(=O)C1CC(=O)N(Cc2ccccc2)C1 (stereo not given)	i	4.8	-1.6	-1.7	-1.1	-2.8	2.4	i	1.7
40	COc1ccccc1OCCNC(=O)Cc1ccc(S(=O)(=O)N2CCOCC2)s1	i	2.7	6.5	-3.6	1.0	-4.4	-1.2	i	6.4
41	OC(c1ccco1)c1nc(-c2ccc(F)c(Cl)c2)cs1 (stereo not given)	i	-5.9	-3.4	-3.7	-2.6	12.4	-0.1	i	2.9
42	Cc1ccc2c(C)c(C(=O)N(Cc3ccccc3)C3CCS(=O)(=O)C3)oc2c1 (stereo not given)	i	8.8	2.7	-15.6	-0.6	19.8	-6.9	i	-1.9
43	O=C(CN(CCc1ccccc1)C(=O)CNS(=O)(=O)c1ccc(F)cc1)NCc1ccco1	i	3.5	17.3	-0.6	1.8	5.1	-2.7	i	0.0
44	Cc1cc(C(=O)N2CCCC(C)(C(=O)NS(=O)(=O)C3CC3)C2)nn1C(C)(C)C (stereo not given)	i	3.2	11.0	-1.4	0.3	-8.8	3.0	i	1.9
45	COc1ccc(NC(=O)CCNS(=O)(=O)c2ccccc2F)cc1S(=O)(=O)N1CCOCC1	i	-4.5	1.3	-1.7	4.0	-6.8	0.4	i	1.7
46	O=C(COC(=O)COc1ccccc1)NC1CCCC1	i	7.8	-5.6	-3.5	-0.6	-5.0	1.3	i	-5.2
47	COc1cc(OC)cc(C(=O)N[C@H](C(=O)OCc2cc(=O)oc3cc(C)ccc23)C(C)C)c1	i	-12.7	-5.2	-2.1	-1.7	32.4	-6.1	i	4.3
48	COc1cc(OC)cc(-c2sc3ccc(OC)cc3c2C#CCO)c1	i	8.1	17.9	-6.2	-1.0	16.3	3.3	i	-4.8
49	C[C@@H]1CCCCO[C@@H](CN(C)C(=O)c2ccncc2)[C@@H](C)CN([C@H](C)CO)C(=O)c2cc(NC(=O)Cc3ccccc3)ccc2O1	i	-10.9	-5.4	0.0	4.4	-7.9	0.1	i	-4.5
50	COc1ccccc1NC(=O)C1=C(C)Nc2nnnn2C1c1cccc(Br)c1 (stereo not given)	i	-52.9	-4.9	2.3	-1.7	1.2	5.3	i	1.0
51	CCc1nc2ccc(C(=O)Nc3cccc(OCC(=O)N(C)C)c3)cn2c1N(C)Cc1cc2ccccc2s1	i	-6.7	5.7	4.8	0.7	6.1	-3.2	i	-1.1
52	CCCNC(=O)C1(C)CCCN(Cc2ccc3c(c2)OCO3)C1 (stereo not given)	i	0.3	6.0	-0.6	4.2	-5.4	2.9	i	-1.1

Ordered by the number under Rin1-Abl PPI inh (smallest number first): 5 from the list above
cpd | mol | Rpn11 inh | MLLE-PAM2 inh | SKN-1 block | NadD block | Rin1-Abl PPI inh | MT1-MMP act inh | Neddylation inh | CSN deneddyl inh
41 | OC(c1ccco1)c1nc(-c2ccc(F)c(Cl)c2)cs1 (stereo not given) | i | -5.9 | -3.4 | -3.7 | -2.6 | -0.1 | i | 2.9
39 | COC(=O)C1CC(=O)N(Cc2ccccc2)C1 (stereo not given) | i | 4.8 | -1.6 | -1.7 | -1.1 | 2.4 | i | 1.7
32 | C=CCN1CCCC1CNC(=O)c1cc2[nH]nnc2cc1OC (stereo not given) | i | -4.8 | 1.2 | 1.2 | -0.2 | 1.0 | i | -1.4
34 | CCC(C)NC(=O)CCSCCC(=O)NC(C)CC (stereo not given) | i | 18.1 | -2.9 | 0.9 | -0.1 | 1.0 | i | -16.5
45 | COc1ccc(NC(=O)CCNS(=O)(=O)c2ccccc2F)cc1S(=O)(=O)N1CCOCC1 | i | -4.5 | 1.3 | -1.7 | 4.0 | 0.4 | i | 1.7

Screening results: PubChem, several laboratories
